RAD54 inh = RAD54 (human) branch migration inhibition. RAD54 Holliday junction branch migration, FAM/BHQ fluorescence. inhibition, % at 10.4 µM. actives 0.14% (n = 360,000);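 active = mean normalized replicate activity at least 40 and at least half of replicates scoring 40 or more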;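 also: 0% = median of neutral control wells and 100% = median of positive control wells; inhibitors cause a drop in the FAM fluorescence signal; in these data hits start at about 50%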
Target sequence (Q92698 whole entry, looked up): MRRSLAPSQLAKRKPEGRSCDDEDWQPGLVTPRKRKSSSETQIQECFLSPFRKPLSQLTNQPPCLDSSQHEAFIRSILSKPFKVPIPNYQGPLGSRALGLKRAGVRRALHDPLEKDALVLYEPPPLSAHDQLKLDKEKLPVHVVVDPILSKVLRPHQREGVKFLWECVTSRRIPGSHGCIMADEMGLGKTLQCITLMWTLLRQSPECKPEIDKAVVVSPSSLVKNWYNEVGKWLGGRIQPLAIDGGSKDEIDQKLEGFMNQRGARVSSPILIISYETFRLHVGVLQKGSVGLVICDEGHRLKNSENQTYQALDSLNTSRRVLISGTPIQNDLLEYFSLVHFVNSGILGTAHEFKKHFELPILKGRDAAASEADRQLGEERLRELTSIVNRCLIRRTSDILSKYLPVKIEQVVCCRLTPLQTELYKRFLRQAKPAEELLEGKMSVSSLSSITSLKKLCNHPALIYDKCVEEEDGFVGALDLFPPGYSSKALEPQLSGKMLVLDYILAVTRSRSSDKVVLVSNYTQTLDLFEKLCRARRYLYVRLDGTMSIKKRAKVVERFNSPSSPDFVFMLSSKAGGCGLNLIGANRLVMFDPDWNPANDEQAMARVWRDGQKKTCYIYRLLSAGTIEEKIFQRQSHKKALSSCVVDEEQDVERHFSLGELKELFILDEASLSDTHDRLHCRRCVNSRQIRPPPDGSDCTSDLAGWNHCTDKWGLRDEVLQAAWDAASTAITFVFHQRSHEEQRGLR
E-selectin induc = induces E-selectin expression in human endothelial cells; AID 686992; activation, % at 7.58 µM; actives 0.37% (n = 260,000); HUVEC E-selectin immunofluorescence imaging; normalized: neutral wells 0, TNF-alpha wells 100; P16581;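 active = mean E-selectin-positive cell signal at least 10% of the positive control, reached in at least 60% of replicates, without over 20% cell loss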;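 also: in these data hits start at about 27%; measured in HUVEC primary endothelial cells; signal is the percent of cells scored E-selectin positive by PE staining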
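material = human umbilical vein endothelial cells (HUVEC), E-selectin induction | quantity = 3,000 cells/well | medium = EGM-2 growth medium on 0.1% gelatin-coated wells | technique = immunofluorescence imaging | read-out basis = % PE-positive cells | control set = TNF-alpha positive control, DMSO neutral control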
EWS-Fli block = inhibitors of EWS/Fli oncoprotein transcriptional activity | A673 NR0B1-luciferase reporter, viability-normalised | inhibition, % at 12.6 µM | actives 0.67% (n = 350,000);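 active = mean inhibition of at least 50% after viability correction, with every replicate also passing that limit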;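 also: firefly luciferase signal divided by Alamar Blue viability fluorescence both relative to DMSO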
XiGFP reactiv = reactivates the inactive X chromosome in mouse fibroblasts. XiGFP mouse fibroblasts, % GFP-positive cells imaging, 3 d; cells co-treated with 5-aza-dC sensitizer; scaled so ellipticine positive control = 100%. activation, % at 7.58 µM. actives 0.055% (n = 360,000);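 active = mean normalized replicate activation at least 10% and every replicate at or above 10%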;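 also: 0% = median of on-plate neutral control wells and 100% = ellipticine 6 µM median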
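Material: XiGFP fibroblasts, SV40-immortalized. Buffer or medium: DMEM plus 5-aza-dC sensitizer. Compound: single concentration per compound, delivered by pin transfer. Times: 3 days compound exposure. Controls: ellipticine 6 µM.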
S100A4 inh HTS = inhibitors of human S100A4 binding to myosin IIA peptide. S100A4/TAMRA-MyoIIA peptide fluorescence polarization. inhibition, % at 10.7 µM. actives 0.14% (n = 360,000). AID 652163;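 active = mean inhibition of at least 70% across replicates, with every replicate also reaching that level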
Target sequence (P26447 whole entry, looked up): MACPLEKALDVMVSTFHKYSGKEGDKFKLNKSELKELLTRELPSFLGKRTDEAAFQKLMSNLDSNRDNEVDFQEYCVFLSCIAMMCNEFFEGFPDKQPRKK
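Assay system: human S100A4 monomer with TAMRA-labelled myosin IIA peptide / Buffer or medium: Calcium-containing HEPES buffer, pH 7.2 / Reagent: TAMRA-labelled myosin IIA heavy-chain peptide probe, 5 nM / Compound: one dose per compound / Timing: polarization read 5 min after assay mix addition, stable 5–60 min / Benchmarks: neutral control DMSO, positive control TFP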
FN deposit inh = fibronectin deposition inhibition. AH1F fibroblasts, Alexa488-fibronectin deposition fluorescence, overnight. inhibition, % at 12.6 µM. actives 0.086% (n = 350,000). AID 743247;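 active = mean inhibition across replicates of 30% or more, regardless of how many single replicates reach that level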;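 also: positive control wells lacked labelled fibronectin entirely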
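Material – AH1F fibroblast monolayer, labelled fibronectin deposition · Reagent – labelled fibronectin 24 nM · Timing – 1 h adhesion, overnight exposure · Measured by – fluorescence at 485 nm excitation, 525 nm emission · Read-out – inhibition of fibronectin deposition signal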
esBAF inh = inhibitors of esBAF chromatin remodeling in mouse ES cells | AID 602393 | Bmi1-luciferase knock-in reporter, 24 h; 100% = twice the neutral-well signal | reporter increase, % at 12.5 µM | actives 2% (n = 350,000); in the data active = activation above about 40%;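 also: 0% = median of the plate's neutral control wells and 100% = double that signal; a rise in the Bmi1 reporter signal indicates esBAF inhibition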
RAD52 inh = inhibitors of human RAD52 DNA annealing; P43351; AID 651710; recombinant RAD52 DNA annealing, FRET fluorescence; actives 0.46% (n = 360,000); inhibition, % at 18.7 µM;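 active = every replicate showing at least 50% inhibition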
Starred values were filed as active, the others as inactive; nt = not tested or not shown; & = joins results of further samples.

SMILES	RAD54 inh	E-selectin induc	EWS-Fli block	XiGFP reactiv	S100A4 inh HTS	FN deposit inh	esBAF inh	RAD52 inh
COc1ccc(C#Cc2ccc3c(c2)O[C@@H](CN(C)C(=O)Nc2cccc(OC)c2)[C@H](C)CN([C@@H](C)CO)S3(=O)=O)cc1	-5&0	35*	20&26	0.0&0.5	-3&-7	12&8	6&-2	-40&-34
Cc1nc2c(C)cccn2c(=O)c1NC(=O)c1ccc(Br)o1	nt	8.3	-1	0.6	-4	2	nt	4
CCS(=O)(=O)c1ccc(-c2cccc(NC(=O)c3ccc(Br)o3)c2)nn1	-8	0.1	0	0.1	-3	7	-5	-3
O/N=C\c1ccc2noc(-c3ccc(Cl)cc3)c2c1	14	nt	-25	0.1	-9	0	13	-12
CCCCn1c(SCC(=O)NNC(=O)c2ccccc2)n[nH]c1=O	8	0.8	1	0.2	-10	6	-7	-12
COc1ccc2cc(C3CC(c4cccs4)=NN3C(C)=O)c(Cl)nc2c1 (stereo not given)	nt	-0.1	-13	0.0	5	7	9	-14
CCCNC(=O)Nc1ccc2c(c1)OC[C@@H](C)NC[C@H](C)[C@H](OC)CN(C)C2=O	-7	-0.1	5	0.7	-2	2	4	2
Cc1cc(C)cc(NC(=O)C2CCCCN2S(=O)(=O)c2ccccc2)c1 (stereo not given)	-4	0.3	6	0.0	-3	nt	4	-41
C[C@]12Cc3ccccc3C1CC1=N[C@@H](c3ccc(C(F)(F)F)cc3)O[C@@]13C[C@@H]2C(=O)N3Cc1ccncc1 (stereo not given in full)	nt	0.1	2	0.0	-9	-5	nt	-19
CCC/C(O)=C1\C(=O)CCCC1=NC(C)C(=O)O (stereo not given)	-3	nt	nt	nt	-5	nt	4	-7
COc1cc(CNCCO)ccc1OCCc1ccccc1	9	nt	-25	0.0	-5	1	31	-11
O=C(Nc1ccc(Cl)c(S(=O)(=O)N2CCOCC2)c1)C1CCCC1	-2	-1.6	16	0.7	0	-12	14	9
O=C(Cn1c(=O)n(Cc2ccccc2)c(=O)c2cc(Cl)ccc21)NCC1CCCO1 (stereo not given)	1	0.3	-6	0.4	2	1	-4	-5
CSc1nnc(C)c(=O)n1COC(=O)c1cc(Cl)ccc1[N+](=O)[O-]	nt	1.1	3	-0.1	-3	-9	5	-14
CCCC(=O)Nc1sc2c(c1C(=O)OCC)CC(C)(C)OC2	-18	-0.3	-12	0.0	0	14	-9	-21
N#C/C(=N\Nc1ccccc1[N+](=O)[O-])C(=N)N1CCCCC1	-2	nt	-55	0.2	-6	8	51*	-1
CN(Cc1ccc(F)cc1)Cc1nc(CCc2ccccc2)no1	nt	4.3	-5	0.0	1	0	nt	-16
Cc1cc(S(=O)(=O)N2CCCCC2CCNC(=O)C(=O)NC2CC2)ccc1F (stereo not given)	-4	nt	2	0.2	-1	0	7	-9
CCc1nc2ccc(C(=O)Nc3ccc(OC)c(OC)c3)cn2c1N(C)Cc1ccc(N(C)C)cc1	4	-0.2	4	0.2	-4	-10	4	-54
CN(C)C(=O)C[C@@H]1CC[C@H]2[C@@H](COC[C@H](O)CN2C(=O)C2CC2)O1	-9	0.2	3	0.2	-10	1	-10	-8
CCCn1c(N)c(N(CCOC)C(=O)c2cccc(F)c2)c(=O)[nH]c1=O	-1	-0.2	-3	0.0	-1	3	-3	-2
Cc1cc(C)c2nc(N(CCN(C)C)C(=O)c3ccc(S(=O)(=O)N(C)CC4CCCO4)cc3)sc2c1 (stereo not given)	-3	nt	nt	0.1	25	10	nt	11
O=C(NCCOC(=O)c1c(F)cccc1Cl)c1c(F)cccc1Cl	1	0.1	16	0.0	-2	5	1	-19
Cc1cc(/C=N/N2CCN(C)CC2)c(C)n1-c1ccccc1F	nt	nt	2	0.0	-2	-1	nt	-9
CC(=O)N(C)C[C@H]1Oc2cc(C3=CCCC3)ccc2S(=O)(=O)N([C@@H](C)CO)C[C@H]1C	-12	0.2	11	0.1	-37	-10	1	0
Nc1nc2c(ncn2[C@@H]2O[C@H](CNCC3=Cc4cc(O)ccc4OC3)[C@@H](O)[C@H]2O)c(=O)[nH]1	-4	-0.1	-3	-0.1	1	-5	-6	11
CC1(C)C(C=C(Cl)Cl)C1C(=O)NC(O)C(=O)c1ccccc1 (stereo not given)	0	0.2	-3	0.1	-2	5	2	-6
Cc1ccc(S(=O)(=O)NCC[C@H]2CC[C@@H](NC(=O)NC(C)C)[C@H](CO)O2)cc1	7	0.1	-7	0.2	7	9	4	20
O=C(C[C@H]1CC[C@@H]2NC[C@H](O)COC[C@H]2O1)Nc1nccs1	3	nt	-7	0.2	nt	9	-5	nt
CN(CC(=O)Nc1ccc(N2CCOCC2)cc1)C(=O)CSc1ccc(F)cc1	-7	nt	-12	0.3	1	-4	-8	-8
CCCCN(C(=O)c1cc2c(s1)CCC2)c1c(N)n(CCC)c(=O)[nH]c1=O	nt	-1.7	-1	-0.1	10	-4	nt	-13
CC(C)(C)C(=O)Nc1ccc(C(=O)COC(=O)c2ccccn2)cc1	0	0.5	-9	0.5	4	-16	-2	-4
CNC(=S)N(CCc1c(C)[nH]c2ccc(OC)cc12)Cc1cc(OC)c(OC)c(OC)c1	4	0.3	8	0.4	-6	-1	-7	-19
N#C[C@@H]1[C@@H](c2ccccc2-c2ccccc2)[C@H](CO)N1C(=O)Cc1ccccc1	nt	0.0	-4	0.1	4	-10	nt	-5
Cc1ccc(S(=O)(=O)N(Cc2c(F)cccc2Cl)C(=O)N2CCN(C)CC2)cc1	10	-0.5	3	0.1	3	-2	nt	0
COc1ccccc1NC(=O)N(C)C[C@H]1Oc2ncc(Br)cc2C(=O)N([C@H](C)CO)C[C@H]1C	6&-1	nt	-1&-3	0.6&0.0	-3&13	5	-4&-1	-13&-15
Cc1noc(C)c1S(=O)(=O)Nc1ccc2c(c1)C(=O)N([C@@H](C)CO)C[C@H](C)[C@@H](CN(C)CC1CC1)OCCCC[C@@H](C)O2	nt	0.1	27	0.1	-8	nt	nt	10
COc1cc(OC)c2cc(C(=O)N[C@@H](Cc3ccccc3)C(=O)O)n(C)c2c1	-5	nt	0	0.0	-1	-4	-3	-13
CCCNC(=O)C[C@H]1CC[C@@H]2[C@@H](COc3ccc(NC(=O)c4ccc5c(c4)OCO5)cc3C(=O)N2C)O1	-3	1.6	-20	0.3	-5	-3	3	10
Cc1ccc(-c2cnc3c(c2)C(=O)N([C@H](C)CO)C[C@@H](C)[C@H](CN(C)C(=O)Cc2ccccc2)O3)cc1	-1	0.0	3	0.0	26	nt	2	2
CCOCCCN1CC(=O)N2[C@@H](Cc3c([nH]c4ccccc34)C2(C)C)C1=O	0	-0.1	-3	0.0	2	5	-5	-13
O=C(c1ccc([N+](=O)[O-])cc1[N+](=O)[O-])n1cnc2ccccc21	nt	7.1	0	-0.1	0	-7	nt	-9
CC(C)NC(=O)N(C)C[C@H]1Oc2ccc(NC(=O)Nc3ccc4c(c3)OCO4)cc2CC(=O)N([C@H](C)CO)C[C@@H]1C	3	0.0	-2	0.9	-1	-23	-1	-5
O=S(=O)(c1ccc2c(c1)OCCO2)N1CCC(c2nc3ccccc3s2)CC1	10	nt	6	nt	-1	nt	-2	-3
Cn1cnnc1SCC(=O)c1ccc(OC(F)F)cc1	1	nt	-5	nt	-9	nt	7	-18
O=c1[nH]c2ccc(S(=O)(=O)N3CCCCC3)cc2[nH]1	-1	nt	0	nt	17	nt	-5	8
COCCCNC(=S)Nc1cccc2ncccc12	nt	9.9	12	0.2	3	nt	nt	-10
CSc1ncccc1C(=O)OCC(=O)c1ccc(S(=O)(=O)N2CCCCC2)cc1	3	nt	6	0.4	-3	-12	5	-5
CCOc1ccc(OCCOCCN2CCCC2)cc1	4	0.5	4	0.0	3	-6	3	-5
CCCNC(=O)COc1nc2ccccc2nc1N1CCOCC1	6	nt	13	0.0	5	2	nt	-12

Continued (4 carried over from the part before).
SMILES	RAD54 inh	E-selectin induc	EWS-Fli block	XiGFP reactiv	S100A4 inh HTS	FN deposit inh	esBAF inh	RAD52 inh
COCCCNC(=S)Nc1cccc2ncccc12	nt	9.9	12	0.2	3	nt	nt	-10
CSc1ncccc1C(=O)OCC(=O)c1ccc(S(=O)(=O)N2CCCCC2)cc1	3	nt	6	0.4	-3	-12	5	-5
CCOc1ccc(OCCOCCN2CCCC2)cc1	4	0.5	4	0.0	3	-6	3	-5
CCCNC(=O)COc1nc2ccccc2nc1N1CCOCC1	6	nt	13	0.0	5	2	nt	-12
CC1=C/C(=C(\c2ccc(O)c(C)c2)c2ccccc2S(=O)(=O)O)C=CC1=O	-14	nt	-1	0.0	-4	1	1	-69
CCOC(=O)C1CCCN(C(=O)c2ccc(S(=O)(=O)NCc3ccco3)cc2)C1 (stereo not given)	11	nt	4	0.2	2	4	7	-12
COc1cccc(CCNC(=O)CCc2nnc(-c3ccc4c(c3)OCO4)o2)c1	3	nt	nt	-0.1	4	-2	7	-3
O=C(Nc1ccccc1F)N[C@H]1C=C[C@H](CC(=O)N2CCCCC2)O[C@@H]1CO	-9	-0.4	-3	-0.1	-20	-2	0	-8
C=CCNc1nc(NCCCN2CCCC2=O)c2sc(-c3ccccc3)cc2n1	-10	0.1	-7	0.0	3	7	2	-12
Cc1ccc2nc(SCC(=O)NCCCN3CCCC3=O)[nH]c2c1	5	0.3	-2	0.0	0	0	-1	6
CN1CCCCC(NC(=O)c2ccc(F)c(F)c2)C1=O (stereo not given)	nt	-0.2	-8	0.1	-2	6	nt	34
CCCCNC(=S)Nc1ccc(-c2nc3ccc(C)cc3s2)cc1	nt	0.0	-20	-0.1	2	-10	21	-34
O=C(C[C@@H]1C=C[C@H](NC(=O)NC2CCCCC2)[C@@H](CO)O1)NCc1ccc(F)cc1	-2	0.4	-11	0.1	-1	-4	-2	-2
Cc1cc(C)c(OCCCNC2CCCC2)c(Br)c1	3	nt	23	0.3	6	0	-7	3
CC1=C(C(=O)N2CCCCCC2)CC(CC(=O)NCc2cccs2)C(=O)N1CCC1=CCCCC1 (stereo not given)	nt	-0.1	-2	0.0	3	-9	nt	-10
CSc1ccccc1NC(=O)c1cc(-c2ccc3c(c2)OCO3)on1	4	2.3	-72	0.0	-12	-2	48*	-11
C[C@@H]1CN([C@@H](C)CO)S(=O)(=O)c2ccc(C#CC3(O)CCCC3)cc2O[C@H]1CN(C)C(=O)c1ccccc1	2	0.9	2	-0.5	8	2	4	7
CCN(CC)C(=O)CSc1nnc2c3ccccc3n(C)c2n1	-2	nt	10	0.0	-6	3	1	-1
O=C(CSc1nccn(-c2cccc(F)c2)c1=O)Nc1ccc(Cl)cc1F	7	nt	-39	0.2	-10	-11	25	-18
O=CN1CCN(C(=O)c2ccc(Br)o2)CC1	5	nt	0	0.0	-7	4	-9	-6
Cc1noc(C)c1S(=O)(=O)N(C)C[C@H]1Oc2ccc(NC(=O)NC(C)C)cc2C(=O)N([C@H](C)CO)C[C@@H]1C	3	-0.1	3	0.1	-4	9	-3	-11

Random draw from the library; 3% or so of the library scored in one or more.
